DT40 TDP1 CPT: qHTS for Inhibitors of human tyrosyl-DNA phosphodiesterase 1 (TDP1): qHTS in cells in presence of CPT | chicken DT40 Tdp1-/-;hTDP1 cells + 20 nM CPT, ATP luminescence, 48 h | Potency, µM (series often up to 46.2 µM), inactives show at the top dose activity change, negative = growth inhibition, actives largely listed as inhibitors | actives 12% (n = 420,000) | AID 686979, 2013; note: nearly all actives have a fitted effect of over 55% in size
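Cell growth measured by CellTiter-Glo luminescence after a minimum 48 h, 37 C compound exposure with 20 nM CPT in Tdp1-knockout DT40 cells stably expressing hTDP1, seeded 400/well; qHTS titration format.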
DT40 TDP1 no CPT: qHTS for Inhibitors of human tyrosyl-DNA phosphodiesterase 1 (TDP1): qHTS in cells in absence of CPT; DT40 Tdp1-/- hTDP1 cells, no CPT, ATP luminescence, 48 h; Potency, µM (highest dose often 46.2 µM), inactives show at the highest dose activity change, negative = growth inhibition, usual class: inhibitors; actives 15% (n = 420,000); AID 686978, 2013; note: nearly all actives have a fitted effect of over 55% in size
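Compound effects on proliferation are scored in DT40 Tdp1-/-;hTDP1 cells in the absence of CPT. ATP levels (CellTiter-Glo luminescence) are recorded after a ≥48 hr, 37 °C incubation.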
GCN5L2 inh: qHTS Assay for Inhibitors of GCN5L2. GCN5L2 HAT assay, ThioGlo1 CoA-SH fluorescence. Potency, µM (highest dose often 58.9 µM), for the others: at the top dose activity change, negative = inhibition, actives largely listed as inhibitors. actives 0.21% (n = 390,000)
Target sequence (Q92830 whole entry, looked up): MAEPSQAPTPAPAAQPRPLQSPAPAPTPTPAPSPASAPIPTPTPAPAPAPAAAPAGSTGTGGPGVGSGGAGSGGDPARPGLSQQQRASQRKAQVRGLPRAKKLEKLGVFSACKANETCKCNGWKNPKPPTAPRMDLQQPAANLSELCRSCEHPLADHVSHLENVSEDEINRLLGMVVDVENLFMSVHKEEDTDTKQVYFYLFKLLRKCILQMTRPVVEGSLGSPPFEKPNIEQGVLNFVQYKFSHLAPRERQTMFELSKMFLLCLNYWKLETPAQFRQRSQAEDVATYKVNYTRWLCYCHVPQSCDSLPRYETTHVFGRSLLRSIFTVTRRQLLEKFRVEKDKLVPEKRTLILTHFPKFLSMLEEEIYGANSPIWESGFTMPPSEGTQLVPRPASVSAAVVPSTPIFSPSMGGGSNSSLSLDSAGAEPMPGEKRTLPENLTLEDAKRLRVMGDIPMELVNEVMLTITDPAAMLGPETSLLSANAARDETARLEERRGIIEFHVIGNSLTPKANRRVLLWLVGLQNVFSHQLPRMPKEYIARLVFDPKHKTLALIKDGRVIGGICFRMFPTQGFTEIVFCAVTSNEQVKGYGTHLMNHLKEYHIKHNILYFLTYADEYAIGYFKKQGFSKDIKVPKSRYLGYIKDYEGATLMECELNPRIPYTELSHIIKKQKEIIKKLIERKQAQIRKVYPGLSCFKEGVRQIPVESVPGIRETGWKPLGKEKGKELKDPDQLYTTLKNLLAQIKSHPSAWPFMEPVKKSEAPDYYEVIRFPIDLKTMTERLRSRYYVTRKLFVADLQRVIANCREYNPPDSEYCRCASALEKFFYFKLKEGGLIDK
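GCN5L2 (20 nM) in 50mM HEPES pH 7.5, 0.1mM EDTA, 0.01% Tween-20 preincubated 15 min with compounds at room temperature. Reaction started with H3(1-25) 75uM, acetyl-CoA 70uM, ThioGlo1 50uM; CoA-thiol fluorescence (Ex340/Em540) read at 0 and 20 min.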
* = called active by the depositor; ? = inconclusive; / = not tested or not shown; & = joins results of further samples. Calls come from the whole dose curve; as a rule, active = well fitted curve in the direction sought with a large enough effect; inconclusive = small, poorly fitted or top-dose-only effect, or another doubt; inactive = no such curve, though single readings can be large; an effect the other way counts as inactive or inconclusive. % is set by controls: 0 for no effect and ±100 for the full control effect; potency is the fitted concentration of half-maximal effect. Not all compounds are listed, so the mix of outcomes need not match the whole.

SMILES	DT40 TDP1 CPT	DT40 TDP1 no CPT	GCN5L2 inh
Cc1cccc(C)c1NC(=O)C1(N(Cc2ccco2)C(=O)CC2NC(=O)NC2=O)CCCCC1 (stereo unspecified)	-3%	-12%	-7%
Cc1nnc(N2CCN(C(=O)NCCC(C)C)CC2)c2nn(-c3ccc(Cl)cc3)c(C)c12	-3%	-19%	-9%
COc1ccc(N(CC(=O)Nc2ccc3c(c2)OCO3)S(=O)(=O)c2c(C)nn(C)c2C)cc1	-3%	-21%	1%
NC(=O)COC(=O)CCSc1ccc(Cl)cc1	-1%	-40%	1%
O=c1[nH]c2cc3c(cc2cc1C(c1nnnn1Cc1ccccc1)N1CCCc2ccccc21)OCO3 (stereo unspecified)	21µM*	23µM*	-4%
O=C(O)CCNC(=O)C12CC3CC(CC(C3)C1)C2	2%	0%	-2%
O=C(N/N=C/C=C/c1ccccc1[N+](=O)[O-])c1ccncc1	?	?	0%
O=C(CCc1ccccc1)Nc1ccc2ccccc2n1	-7%	9%	-6%
CCOC(=O)N1CCC(NC(=O)c2cnn3cccnc23)CC1	-9%	?	-1%
CCOC(=O)c1sc(N2C(=O)c3oc4ccc(F)cc4c(=O)c3C2c2cccc(OC)c2)nc1C (stereo unspecified)	-10%	-10%	0%
CSc1ccccc1C(=O)NCCCOC(C)C	-5%	-21%	-1%
CCc1ccc(CNc2nc3nc(C)c(Cc4ccccc4)c(=O)n3[nH]2)cc1	?	?	-9%
Cn1cc(CN2CCCC(C(=O)c3cccs3)C2)c(-c2cccc(Cl)c2)n1 (stereo unspecified)	?	16µM*	-11%
Cc1nc2ccccc2n1C1CCN(CC(=O)NCc2ccc(F)cc2)CC1	-25%	-12%	-6%
CNc1nc(-c2ccc3c(c2)CCN3C(=O)CC(C)(C)C)c(C)s1	?	?	2%
CC1(C)C(=O)OC(/C=C\c2ccccc2)C(C)(C)C1=O (stereo unspecified)	0%	-17%	-9%
CC(C)CCN1C(Nc2ccccc2)=NC[C@@H]1CC(C)C	15µM*	?	3%
O=S(=O)(Nc1ccc(Br)cc1)c1cccc2cccnc12	-12%	?	0%
CCOc1ccc(N(CC(=O)N/N=C/c2cc(Br)c(C)o2)S(C)(=O)=O)cc1	11%	0%	0%
Cc1ccc(NC2=CC(=O)CC(c3ccc(Cl)cc3)C2)cc1 (stereo unspecified)	?	12µM*	-3%

15 structures out of the list, sorted by length of the SMILES, falling:
SMILES	DT40 TDP1 CPT	DT40 TDP1 no CPT	GCN5L2 inh
COc1ccc(N(CC(=O)Nc2ccc3c(c2)OCO3)S(=O)(=O)c2c(C)nn(C)c2C)cc1	-3%	-21%	1%
O=c1[nH]c2cc3c(cc2cc1C(c1nnnn1Cc1ccccc1)N1CCCc2ccccc21)OCO3 (stereo unspecified)	21µM*	23µM*	-4%
Cc1cccc(C)c1NC(=O)C1(N(Cc2ccco2)C(=O)CC2NC(=O)NC2=O)CCCCC1 (stereo unspecified)	-3%	-12%	-7%
Cc1nnc(N2CCN(C(=O)NCCC(C)C)CC2)c2nn(-c3ccc(Cl)cc3)c(C)c12	-3%	-19%	-9%
CCOc1ccc(N(CC(=O)N/N=C/c2cc(Br)c(C)o2)S(C)(=O)=O)cc1	11%	0%	0%
Cn1cc(CN2CCCC(C(=O)c3cccs3)C2)c(-c2cccc(Cl)c2)n1 (stereo unspecified)	?	16µM*	-11%
CNc1nc(-c2ccc3c(c2)CCN3C(=O)CC(C)(C)C)c(C)s1	?	?	2%
O=C(N/N=C/C=C/c1ccccc1[N+](=O)[O-])c1ccncc1	?	?	0%
Cc1ccc(NC2=CC(=O)CC(c3ccc(Cl)cc3)C2)cc1 (stereo unspecified)	?	12µM*	-3%
CC(C)CCN1C(Nc2ccccc2)=NC[C@@H]1CC(C)C	15µM*	?	3%
O=S(=O)(Nc1ccc(Br)cc1)c1cccc2cccnc12	-12%	?	0%
O=C(O)CCNC(=O)C12CC3CC(CC(C3)C1)C2	2%	0%	-2%
O=C(CCc1ccccc1)Nc1ccc2ccccc2n1	-7%	9%	-6%
NC(=O)COC(=O)CCSc1ccc(Cl)cc1	-1%	-40%	1%
CSc1ccccc1C(=O)NCCCOC(C)C	-5%	-21%	-1%

The listing continues.
SMILES	DT40 TDP1 CPT	DT40 TDP1 no CPT	GCN5L2 inh
OC1c2c(F)cccc2N=C2CCCCCN21 (stereo unspecified)	?	?	/
CCN1C(=O)CSc2ccc(C(=O)NCc3ccco3)cc21	-16%	-20%	-10%
O=C(Nc1ccc2oc(-c3ccc4ccccc4c3)nc2c1)c1cccc(Cl)c1Cl	8.2µM*	5.2µM*	3%
[O-]/C(=C(\C(=S)NCCN1CCOCC1)[n+]1ccccc1)c1ccc(Cl)s1	-1%	3%	-5%
CN1CCN(c2ccc(S(=O)(=O)N3CCCCC3)cc2NC(=O)COc2ccc(F)cc2)CC1	?	?	-4%
Cc1ccc(S(=O)(=O)c2cn(C)c3cc(N4CCOCC4)c(F)cc3c2=O)c(C)c1	-23%	?	-3%
COc1ccccc1C1=NOC(CN2C(=O)c3ccccc3S2(=O)=O)C1 (stereo unspecified)	-14%	17%	-5%
c1ccc2c(C3=NNC(=NC4CC4)SC3)c[nH]c2c1	?	?	-1%
CS(=O)(=O)n1nc(-c2cccnc2)nc1NCc1ccccc1	-2%	-23%	3%
O=C(NC1CCCCC1)C(c1ccc(O)c(O)c1)N(C(=O)Cn1nnc2ccccc21)c1cccc(O)c1 (stereo unspecified)	6%	-2%	-21%
Cc1cc(Cl)ccc1Oc1ccccc1C(=O)CC#N	-15%	-24%	?
COc1ccccc1NS(=O)(=O)c1cc(NC(=O)Nc2cccc(C)c2)ccc1N1CCCCC1	15µM*	9.2µM*	-8%
CNc1ncnc2c1ncn2[C@H]1CN(Cc2ccncc2)C[C@@H](CO)O1	6%	21%	/
Cc1cc(=O)c(C(=O)O)c(C)n1-c1ccccc1	2%	0%	/
C=CCS/C(N)=N\N=C\c1cc(Br)cc([N+](=O)[O-])c1O	?	7.3µM*	-2%
CCN1CCN(c2ccc(S(=O)(=O)N3CCOCC3)cc2NC(=O)c2ccc(C)cc2C)CC1	-19%	-2%	1%
COc1ccccc1N1CCN(C(=O)c2ccc3nc[nH]c3c2)CC1	13%	1%	2%
COC(=O)c1ccccc1N=NNc1ccc([N+](=O)[O-])cc1	?	?	/
COc1ccc(CC(=O)c2ccc(O)cc2O)cc1	?	?	-23%&20%
COc1ccc(NC(=O)CN2C(=O)NC(C)(C3CC3)C2=O)cc1S(=O)(=O)N1CCCCC1 (stereo unspecified)	-2%	0%	-7%
CCCCc1c(-c2ccccc2OC)ncn1CCc1ccc(OC)cc1	18µM*	23µM*	/
COC(=O)c1c(C)[nH]c(C(=O)C(C)OC(=O)C2=NNC(=O)CC2)c1C (stereo unspecified)	-14%	-22%	1%
Cc1ccc(OCCN2CCN(C(=O)CCC(=O)Nc3nnc(C(C)C)s3)CC2)cc1	?	23µM*	2%
CN(c1ccc(OCC(=O)OCC(=O)Nc2c(F)c(F)c(F)c(F)c2F)cc1)S(=O)(=O)c1ccc(F)cc1	3%	-19%	-8%
CCOc1ccccc1C1CC(c2cccc(NS(C)(=O)=O)c2)=NN1C(=O)c1ccccc1 (stereo unspecified)	-6%	-12%	-1%
Cc1ccccc1Nc1nc(N)nc(COC(=O)[C@@H](NC(=O)c2ccco2)C(C)C)n1	?	?	/
Cc1nnc(SCCC(=O)Nc2nc(-c3ccccc3)ns2)s1	?	-5%	/
O=C(CN1CCN(S(=O)(=O)c2ccc(Cl)s2)CC1)N1CCOCC1	6%	-5%	1%
Cc1cc(O)c(C(C)C)cc1NC(=O)Nc1cccc2ccccc12	-25%	?	-8%
COc1ccc2c(c1)c(=O)oc1cc(OCC(=O)NC3CC3)ccc12	-10%	-11%	-3%
N#CC1=C(S)N(c2ccccc2)C(c2ccc(-c3cc(Cl)ccc3Cl)o2)NC1=O (stereo unspecified)	-20%	-4%	?
CCc1cccc(-n2c(SCC(=O)c3c(N)n(C4CC4)c(=O)[nH]c3=O)nnc2N2CCOCC2)c1	-13%	2%	/
COc1cccc2c1OC1(C)CC2NC(=O)N1c1cccc(C(=O)N2CCN(c3ccccc3)CC2)c1 (stereo unspecified)	?	?	-5%
Cc1cc(OCC(=O)NC(C)c2ccccc2)ccc1[N+](=O)[O-] (stereo unspecified)	18µM*	16µM*	-4%
CCn1c(SCc2nc3sc(C(=O)O)c(C)c3c(=O)[nH]2)nc2ccccc21	-93%	-21%	-3%
O=Cc1cc(OCc2ccccc2)ccc1[B-](F)(F)F	1.3µM*	2.1µM*	/
Cc1ccc(Cl)cc1N1CCN(C(=O)Cn2cnc3onc(-c4ccc(F)cc4)c3c2=O)CC1	18µM*	18µM*	-10%
CC12CCCCC1=CC(=O)CC2 (stereo unspecified)	8%	-3%	/
Cc1cc(C(=O)N2CCN(c3ccc(C(F)(F)F)cn3)CC2)c(C)o1	?	10µM*	0%
COc1ccc(Nc2nc(N)nc(CN3CCOCC3)n2)cc1	-30%	?	-4%
O=C(CCN1C(=O)C2C3CC(C(Br)C3Br)C2C1=O)OCC(=O)c1ccccc1 (stereo unspecified)	?	?	-3%
Cc1[nH]c2ccccc2c(=O)c1SC(F)(F)C(F)C(F)(F)F (stereo unspecified)	-17%	?	1%
CCN1C(=O)C(CC(=O)Nc2ccc(F)cc2)N(Cc2ccc3c(c2)OCO3)C1=S (stereo unspecified)	?	?	-6%
[O-][n+]1c2ccccc2c2n1CCN=C2c1ccc(Cl)cc1	-12%	-22%	-2%
CC(=O)Nc1cc(-c2ccc(N(C)C)cc2)cn2c(-c3ccc(F)c(Cl)c3)cnc12	18µM*	15µM*	/
CCCCCC1CCNCC1	6.3µM*	8.9µM*	/
CCC(C)(C)NC(=O)COc1ccc(OCc2ccccc2)cc1	3%	-3%	-1%
COC(=O)C[C@H]1c2cc(C(F)(F)F)ccc2S(=O)(=O)N1C(C)C	-8%	?	/
CNC(=S)N(Cc1cc2cc(OC)c(OC)cc2[nH]c1=O)C1CCCC1	-22%	-25%	-1%
CCN1CCN(CC(=O)Nc2ccc(Cl)c(S(=O)(=O)N(C)C)c2)CC1	-1%	-16%	18%
O=C1CC(C(=O)Nc2nccs2)C(c2ccccc2)O1 (stereo unspecified)	-11%	3%	-13%
CCCN1CCN(C(=O)c2ccc(-c3ccc([N+](=O)[O-])cc3)o2)CC1	?	?	2%
O=Cc1cc2c3c(c1)CCCN3CCC2	?	?	/
CCC1CCCCN1S(=O)(=O)c1ccc(NC(=O)C2CC(=O)N(C(C)(C)C)C2)cc1 (stereo unspecified)	10%	-24%	/
Cc1cccc(C)c1NC(=O)CSc1cc(C(=O)c2nccn2C)c2ccccc2n1	2%	?	1%
O=C(/C=C/c1ccco1)Nc1ccc2nc3n(c(=O)c2c1)CCCC3	?	-21%	-15%

Whole records, quoted from the list:
O=Cc1cc2c3c(c1)CCCN3CCC2 is entered as DT40 TDP1 CPT = ?; DT40 TDP1 no CPT = ?; GCN5L2 inh = /
CC(=O)Nc1cc(-c2ccc(N(C)C)cc2)cn2c(-c3ccc(F)c(Cl)c3)cnc12 is entered as DT40 TDP1 CPT = 18µM*; DT40 TDP1 no CPT = 15µM*; GCN5L2 inh = /

Source: PubChem
